Assay outcomes as filed in PubChem.
NPR1 activator: GC-A (human) enzyme activation; P16066; HEK293 GC-A cells, cGMP TR-FRET, EC30 ANP; 0% at EC30 ANP, 100% saturating ANP; activation, % at 10 µM; actives 0.14% (n = 370,000); AID 1671463; in the data active = activation above about 40%
ADAM10 inh: ADAM10 inhibition, QFRET primary screen | O14672 | recombinant ADAM10, EDANS/DABCYL FRET peptide cleavage, 3 h | inhibition, % at 7 µM | actives 0.62% (n = 370,000) | AID 720582;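 active = inhibition above a per-campaign cutoff equal to the mean of compounds falling between control-based bounds plus 3 SD, cut at about 20% in these data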;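 also: 0% = DMSO wells while the 100% control is not disclosed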
GAA850 FXN act: activators of GAA850 frataxin (FXN) promoter; HEK293 lucGAA850 FXN promoter luciferase reporter, 24 h; percent of 10 µM SAHA response; actives 0.56% (n = 360,000); activation, % at 6 µM;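 active = activation above the average of all compounds screened plus 3 SD, cutoff fixed separately per campaign, cut at about 7.5% in these data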;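 also: 0% = DMSO wells and 100% = 10 µM SAHA wells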
hgDAF12 agonist: activates the H. glycines DAF-12 receptor ligand-binding domain. activation, % at 6.8 µM. HEK293 GAL4-hgDAF12 UAS-luciferase reporter, agonist luminescence; normalized to butyrate control. AID 687014. actives 1.8% (n = 370,000);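 active = activation above a cutoff set at the mean of all screened compounds plus 3 SD, cut at about 10% in these data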;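 also: 0% = DMSO wells and 100% = sodium butyrate wells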
DAX1 inh-1: NR0B1 (DAX1) inhibition; HEK293 Gal4-DAX1 luciferase reporter, luminescence; AID 504766; inhibition, % at 6.75 µM; P51843; actives 0.99% (n = 340,000);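 active = inhibition above the mean over all tested compounds plus 3 SD, cut at about 4.2% in these data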;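 also: 0% = DAX1-transfected cells with DMSO and 100% = empty-vector control cells with DMSO; inhibition shows as a rise in luminescence from relieved DAX1 repression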
Target sequence (P51843 207-470 limits assumed): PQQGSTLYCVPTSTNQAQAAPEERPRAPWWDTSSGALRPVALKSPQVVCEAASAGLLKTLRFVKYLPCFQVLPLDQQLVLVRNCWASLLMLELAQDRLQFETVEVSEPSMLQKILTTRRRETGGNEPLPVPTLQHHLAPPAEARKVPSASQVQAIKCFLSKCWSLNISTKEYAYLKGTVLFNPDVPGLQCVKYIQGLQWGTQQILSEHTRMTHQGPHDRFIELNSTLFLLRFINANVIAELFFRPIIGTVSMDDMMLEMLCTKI
ssDAF-12 act: activates DAF-12 receptor from parasite S. stercoralis; HEK293 ssDAF-12/GRIP1 lit1-tk-luc reporter, luminescence; % of 3 µM dafachronic acid response; activation, % at 6.8 µM; actives 1% (n = 370,000); AID 652126;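 active = activation above the mean over all tested compounds plus 3 SD, cut at about 0.9% in these data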;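 also: 0% = DMSO-only wells and 100% = 3 µM delta7-dafachronic acid wells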
SMARCA2 act: activators of SMARCA2 function; MG213 cells, MMTV-luciferase reporter, dexamethasone, overnight; activation, % at 9.1 µM; actives 1% (n = 370,000); AID 652017; in the data active = activation above about 7.8%;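 also: 0% = vehicle wells and 100% = reference activator wells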
DAX1 inh-2: DAX1 (NR0B1) inhibition, primary screen. inhibition, % at 6.8 µM. actives 1.1% (n = 370,000). HEK293T StAR-luciferase reporter, SF-1/DAX-1 repression relief. AID 652010;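 active = inhibition above the mean over all tested compounds plus 3 SD, cut at about 3.6% in these data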;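 also: 0% = DAX-1 cells with DMSO and 100% = cells lacking DAX-1 with DMSO; higher inhibition means more luminescence from relief of DAX-1 repression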
ADAM17 inh: inhibits human ADAM17; P78536; recombinant ADAM17, EDANS/DABCYL FRET peptide cleavage; inhibition, % at 6.95 µM; actives 0.83% (n = 370,000); AID 720648;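 active = inhibition above the mean of compounds lying between control limits plus 3 SD, set per campaign, cut at about 8.5% in these data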;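 also: 0% = DMSO-only wells as the low control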
Target sequence (P78536 215-824 limits assumed): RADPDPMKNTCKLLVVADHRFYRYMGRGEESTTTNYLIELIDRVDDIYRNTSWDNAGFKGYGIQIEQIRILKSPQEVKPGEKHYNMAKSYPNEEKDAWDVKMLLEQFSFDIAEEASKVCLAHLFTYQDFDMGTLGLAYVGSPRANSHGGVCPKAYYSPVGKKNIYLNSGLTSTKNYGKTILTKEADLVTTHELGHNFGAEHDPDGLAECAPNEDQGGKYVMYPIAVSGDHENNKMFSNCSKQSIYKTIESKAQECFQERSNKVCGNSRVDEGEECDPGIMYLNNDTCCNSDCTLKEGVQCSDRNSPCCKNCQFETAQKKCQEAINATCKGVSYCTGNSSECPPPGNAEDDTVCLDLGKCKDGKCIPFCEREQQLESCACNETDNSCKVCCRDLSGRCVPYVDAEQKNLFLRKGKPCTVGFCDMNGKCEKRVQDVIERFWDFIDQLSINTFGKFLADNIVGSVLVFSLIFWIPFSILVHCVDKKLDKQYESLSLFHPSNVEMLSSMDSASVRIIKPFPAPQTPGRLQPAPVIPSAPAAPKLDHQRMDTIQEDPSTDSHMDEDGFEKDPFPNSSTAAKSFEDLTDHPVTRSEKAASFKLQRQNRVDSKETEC
hcDAF12 agonist: activates DAF-12 receptor from parasite H. contortus | HEK293 hcDAF-12 lit1-tk-luc reporter, luminescence; 0% DMSO, 100% Δ7-dafachronic acid | actives 1.4% (n = 370,000) | activation, % at 6.8 µM;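 active = activation above the mean of all tested compounds plus 3 SD, cut at about 5.5% in these data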;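 also: 100% = response to 3 µM Δ7-dafachronic acid high control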
PG9 Ab binder: small molecules binding HIV-1 gp120 antibody PG9; actives 0.43% (n = 360,000); inhibition, % at 6.7 µM; TR-FRET gp120-PG9 antibody binding; AID 624416; in the data active = inhibition above about 8.5%
The depositor's hits bear a star; . = not tested or not shown.

SMILES | NPR1 activator | ADAM10 inh | GAA850 FXN act | hgDAF12 agonist | DAX1 inh-1 | ssDAF-12 act | SMARCA2 act | DAX1 inh-2 | ADAM17 inh | hcDAF12 agonist | PG9 Ab binder
CCOCCCNC(=S)NCCNc1nc2ccc(C)cc2cc1C#N | 2 | -379 | 0.6 | 2.6 | 0.5 | -1.2 | 1 | 0.0 | -111 | -0.5 | -3.4
CCCCc1cc(=O)oc2cc(OCC(=O)Nc3cccnc3)c(Cl)cc12 | 1 | -8 | 0.2 | -0.2 | 0.1 | -1.5 | 0 | 0.6 | -6 | -0.1 | -2.8
O=C(COC(=O)c1ccc([N+](=O)[O-])o1)NC1CCCC1 | -1 | -3 | 0.8 | 0.9 | 1.4 | -1.2 | -4 | 2.8 | -1 | -1.1 | -2.0
COc1ccc(NC2CCCN(C(=O)CCc3scnc3C)C2)cc1 (stereo not given) | -4 | -6 | 0.9 | -0.4 | 2.4 | -0.3 | -2 | -0.2 | -2 | -1.5 | -3.0
CCOC(=O)c1ccc(NC(=O)CSc2nnc(COc3ccccc3)n2C)cc1 | -5 | 4 | -0.9 | 0.2 | -0.2 | -1.2 | 0 | -0.1 | -4 | -0.1 | 1.3
O=C(/C=C/c1ccc2ccccc2n1)N1CCN(c2ccccc2)CC1 | 3 | -7 | 1.8 | 0.5 | -1.6 | -1.3 | -5 | -0.3 | -6 | -0.5 | 0.1
CCN1CCN(S(=O)(=O)c2c(C)[nH]c(C)c2C(=O)N2CCCCC2)CC1 | 5 | 6 | 1.3 | -0.5 | -0.1 | -1.5 | -2 | 0.1 | 3 | -0.3 | 1.7
CC(C)(C)c1ccc(-c2cnco2)cc1 | -1 | -1 | -0.5 | -2.4 | 0.1 | -2.4 | -1 | -0.3 | -1 | -0.9 | -0.4
O=C(Nc1ccc(Br)cc1)c1ccccc1Br | -7 | 0 | 3.5 | 13* | 4.9* | 0.2 | 3 | 1.4 | -1 | 2.9 | 0.7
O=C(CSc1nnc2scc(-c3ccccc3)n12)Nc1ccc2c(c1)OCCO2 | 3 | -1 | -1.7 | -3.2 | -0.7 | -2.1 | -4 | -0.5 | -4 | -2.4 | 0.0
Cc1nnc2n(Cc3ccccc3)c(=O)c3c4c(sc3n12)COC(C)(C)C4 | 7 | 9 | 1.4 | 1.0 | 2.4 | -0.7 | 3 | -0.3 | -1 | -2.5 | -1.3
COc1cccc(CN2C(=O)c3cccc(N)c3C2=O)c1 | 4 | -304 | 4.3 | 3.1 | -1.4 | -1.9 | -1 | -0.4 | -101 | -3.2 | 0.2
Nn1c(SCC(=O)NNC(=O)c2ccccc2)nnc1-c1ccccc1F | 2 | 8 | 0.0 | 5.1 | -1.3 | -1.1 | -1 | 0.7 | -4 | 1.0 | 0.7
CCCCC(=O)Nc1ccc(Br)cn1 | -2 | 2 | -0.7 | 1.9 | 0.3 | -1.0 | -1 | -0.6 | -1 | -0.6 | 0.2
Cc1ccc2[nH]c(=O)c(CN(CCCN(C)C)C(=O)Nc3ccc(Cl)cc3)cc2c1 | -5 | -10 | -2.7 | -0.6 | 0.4 | -1.4 | 2 | 0.2 | -10 | -1.1 | 0.8
Nc1nc(-c2ccccc2)cc(C(F)(F)F)n1 | 2 | -34 | 4.0 | 1.8 | -0.4 | -1.8 | 1 | -0.5 | -14 | -2.5 | -1.9
CC(=O)c1cccc(NC(=O)CCC(=O)c2ccc(F)cc2)c1 | -4 | 5 | 1.1 | -1.9 | 0.5 | -0.4 | 5 | 0.0 | 2 | 0.7 | -1.8
COc1cc2c(cc1OC)N1C(=O)CC(OCC(=O)O)C3C4CC5(CCN5C(=O)C4=O)C2C31 (stereo not given) | 2 | -2 | 1.3 | -2.7 | . | -1.6 | -3 | -0.2 | -1 | 0.2 | 0.7
O=S(=O)(Nc1ccc(-c2ccc3nncn3n2)cc1)c1ccc(Cl)s1 | 10 | 0 | 1.9 | 2.5 | -0.8 | -0.6 | 0 | 2.0 | 0 | -1.5 | -1.6
O=C(O)c1cccc(N/C(=N\S(=O)(=O)c2ccccc2)c2ccccc2)c1 | . | 1 | -1.3 | -0.9 | 0.2 | -1.0 | -3 | 1.1 | 0 | -1.4 | -0.5
O=C(Cc1n[nH]c(=O)[nH]c1=O)N/N=C/c1ccccc1O | 4 | 0 | -2.1 | 0.2 | 1.7 | -1.8 | 0 | 0.2 | -2 | -1.0 | -0.8
CC(=O)Nc1ccc(CN2CCN(C3CCCCC3)C(CCO)C2)cc1 (stereo not given) | -5 | -7 | 0.9 | -3.4 | 1.1 | -1.6 | -3 | 0.2 | -8 | -1.3 | -0.1
COc1cc(OC)nc(Oc2cc(C=O)ccc2OC)n1 | 0 | -4 | 0.4 | -0.4 | 0.9 | -0.3 | -3 | 0.0 | -1 | -1.5 | 1.5
NC(=S)N/N=C/c1cccc(/C=N/NC(N)=S)c1 | 3 | 4 | -1.1 | -3.9 | -1.8 | -1.1 | 1 | -0.5 | -1 | -0.6 | -0.7
CCn1c(=O)c(C(=O)CN(C)CC(=O)Nc2ccccc2Br)c(N)n(Cc2ccccc2)c1=O | 12 | 13 | -0.7 | -1.4 | -1.8 | -1.0 | 1 | -0.2 | 7 | -1.7 | -0.6
COC(=O)c1ccc2c(c1)c(C#Cc1ccccc1)c(-c1ccccc1)n2C | 2 | -475 | 0.7 | 6.7 | 0.0 | -1.0 | 5 | 4.7* | -138 | 1.8 | -0.4
CCN1C(=O)[C@@H]2[C@@H](c3ccc(SC4CCCCC4)c(OC)c3)N3CCCC[C@@]3(C(=O)OC)[C@@H]2C1=O | -1 | 2 | -3.0 | 2.3 | 1.4 | -1.0 | 0 | -0.1 | -1 | -1.6 | -1.4
Nc1ccn([C@@H]2O[C@H](C(=O)Nc3ccc(C(=O)N4CCCCC4)cc3)[C@@H](O)[C@H]2O)c(=O)n1 | 2 | -10 | . | -1.3 | . | -1.4 | -3 | 0.3 | -7 | -0.6 | 0.3
O=C(NCCCl)c1ccc(OCc2ccccc2)cc1Cl | 1 | -7 | -0.8 | 6.8 | 0.9 | -1.2 | -4 | 1.1 | -3 | -0.8 | 1.1
CC(C)(C)c1cc(C(=O)Nc2cccnc2)cc(C(=O)Nc2cccnc2)c1 | -3 | -6 | 0.2 | 0.3 | -0.3 | -1.6 | -2 | -0.8 | -2 | -2.5 | -0.1
CCOC(=O)N/N=C1\CC(C)S(=O)(=O)c2ccc(Cl)cc21 (stereo not given) | 0 | -2 | -0.5 | -0.6 | 0.4 | -1.5 | -1 | -0.1 | -3 | -1.7 | 0.2
O=S(=O)(c1cccs1)N1CCN(c2cccc(Cl)c2)CC1 | 3 | 4 | 1.1 | 0.2 | 0.7 | -1.2 | -2 | 0.0 | 2 | -2.4 | 0.2
CC(C)(CO)NC(=O)c1ccc2nc(Cc3cccc(Cl)c3)oc2c1 | 8 | 4 | 4.6 | 2.4 | 3.3 | -1.1 | 2 | 0.5 | -3 | 0.3 | -0.1
O=C(Cc1c(Cl)cccc1Cl)NC1CC1 | 0 | -2 | -0.3 | 1.4 | 0.2 | -1.5 | 2 | 0.3 | 1 | 1.5 | -5.0
COc1ccccc1COCC(O)CNCCc1ccc(C(F)(F)F)cc1 (stereo not given) | -29 | 1 | -1.4 | 0.0 | -1.7 | -1.2 | -3 | 0.3 | -3 | -0.2 | 0.5
O=C(Nn1cnnc1)c1cc(-c2ccccn2)nc2ccccc12 | 3 | 0 | -1.5 | 5.6 | 0.2 | 1.3* | 7 | 1.6 | 0 | 11* | 0.2
COCCN(C(=O)COC(=O)/C=C/c1ccc(Cl)c(Cl)c1)c1c(N)n(Cc2ccccc2)c(=O)[nH]c1=O | -1 | -10 | 0.6 | 2.4 | 0.1 | -0.4 | -1 | 1.2 | -4 | 5.3 | -0.1
Cc1cccc(N2CCN(C(=O)c3cccc(N4C(=O)C5C6C=CC(C6)C5C4=O)c3)CC2C)c1 (stereo not given) | 0 | -4 | 0.2 | -0.9 | -0.4 | -1.8 | -2 | -2.2 | -4 | -4.2 | -0.2
CCN(c1ccccc1)S(=O)(=O)c1ccc2[nH]cc(C(=O)N3CCOCC3)c(=O)c2c1 | 9 | -68 | -0.6 | 1.7 | 1.1 | -0.8 | 0 | 0.1 | -29 | -1.9 | 9.1*
Cc1ccc(-c2cc(-c3nnc(SCC(=O)Nc4nccs4)n3N)[nH]n2)cc1 | 1 | -8 | . | 13* | . | -0.5 | 2 | 2.2 | -1 | 3.5 | .
CN(Cc1ccco1)C(=O)CN1C(=O)NC2(CCCCC2)C1=O | 1 | -7 | 0.2 | 1.4 | -0.1 | -0.7 | -1 | 2.2 | -7 | -1.3 | -2.1
Cn1c2c(c(=O)n(C)c1=O)C1(C(=O)Nc3ccccc31)C(C#N)=C(N)O2 (stereo not given) | 1 | -1 | -0.6 | -1.0 | 0.4 | -0.7 | 0 | 0.1 | -3 | 0.6 | -8.9
CSc1ccc(Cl)c(C(=O)OCC(=O)NCC(C)C)c1 | -3 | -65 | -0.7 | 3.4 | 0.1 | -1.6 | 0 | -0.2 | -21 | -2.0 | 2.9
CCn1cc(/C=C(\NC(=O)c2ccccc2)C(=O)NCCN2CCOCC2)c2ccccc21 | -6 | -12 | -1.4 | 0.5 | -0.9 | -1.2 | 4 | -0.4 | 1 | -2.2 | -4.2
OC(c1ccccc1)(c1ccccc1)C1CCN(CCCOc2ccc(Br)cc2)CC1 | -9 | 9 | . | 0.7 | . | -1.3 | 2 | 0.2 | 6 | -1.2 | .
O=C(CSc1nnc(C2CC2)n1-c1ccccc1)NCCN1C(=O)CSC1=O | 2 | 8 | 0.2 | 5.0 | -0.1 | -1.1 | 3 | 0.0 | 1 | 0.0 | 1.8
CC(C)C[C@@H](CN1CCCC1CN1C(=S)NC[C@@H]1Cc1ccc(O)cc1)N1C[C@H](Cc2ccc(O)cc2)N(CC2CCCCCC2)C1=S (stereo not given in full) | 2 | 4 | -1.8 | 3.4 | -1.4 | -1.6 | 3 | 6.3* | 1 | -0.3 | -1.1
O=C(NCCOc1ccccc1)C1CCC(=O)N(CCCN2CCOCC2)C1 (stereo not given) | -2 | 2 | 2.4 | 1.7 | 0.3 | -1.4 | -3 | 0.7 | 0 | -0.1 | -1.5
O=C(Nc1nc2ccc(S(=O)(=O)N3CCCC3)cc2s1)c1cccs1 | 2 | 15 | 1.5 | 2.2 | 0.4 | -1.2 | 4 | -0.5 | 0 | -1.8 | -2.3
CCc1ccc(NC(=O)CCc2nc3ccccc3[nH]2)cc1 | 1 | 1 | 2.7 | -2.0 | 1.9 | -1.9 | -1 | -0.2 | -1 | -1.3 | -0.1

In another format: entries from further up.
Each structure is followed by: NPR1 activator, ADAM10 inh, GAA850 FXN act, hgDAF12 agonist, DAX1 inh-1, ssDAF-12 act, SMARCA2 act, DAX1 inh-2, ADAM17 inh, hcDAF12 agonist, PG9 Ab binder
CCn1cc(/C=C(\NC(=O)c2ccccc2)C(=O)NCCN2CCOCC2)c2ccccc21
 : -6, -12, -1.4, 0.5, -0.9, -1.2, 4, -0.4, 1, -2.2, -4.2
OC(c1ccccc1)(c1ccccc1)C1CCN(CCCOc2ccc(Br)cc2)CC1
 : -9, 9, ., 0.7, ., -1.3, 2, 0.2, 6, -1.2, .
